Anthrax LF inh2: Bacillus anthracis LF protease inhibitors, primary screen, biochemical, multiplex microsphere, MLPCN library | Lethal factor (Bacillus anthracis), P15917 | multiplex microsphere protease cleavage assay | inhibition, % at 10 µM | 0.12% of 360,000 active; in the data active means inhibition above about 30%; inconclusive means no clear call, values can overlap the other calls; further: plate controls were buffer without enzyme for full effect and enzyme alone for no effect
Target sequence (P15917 whole entry, looked up): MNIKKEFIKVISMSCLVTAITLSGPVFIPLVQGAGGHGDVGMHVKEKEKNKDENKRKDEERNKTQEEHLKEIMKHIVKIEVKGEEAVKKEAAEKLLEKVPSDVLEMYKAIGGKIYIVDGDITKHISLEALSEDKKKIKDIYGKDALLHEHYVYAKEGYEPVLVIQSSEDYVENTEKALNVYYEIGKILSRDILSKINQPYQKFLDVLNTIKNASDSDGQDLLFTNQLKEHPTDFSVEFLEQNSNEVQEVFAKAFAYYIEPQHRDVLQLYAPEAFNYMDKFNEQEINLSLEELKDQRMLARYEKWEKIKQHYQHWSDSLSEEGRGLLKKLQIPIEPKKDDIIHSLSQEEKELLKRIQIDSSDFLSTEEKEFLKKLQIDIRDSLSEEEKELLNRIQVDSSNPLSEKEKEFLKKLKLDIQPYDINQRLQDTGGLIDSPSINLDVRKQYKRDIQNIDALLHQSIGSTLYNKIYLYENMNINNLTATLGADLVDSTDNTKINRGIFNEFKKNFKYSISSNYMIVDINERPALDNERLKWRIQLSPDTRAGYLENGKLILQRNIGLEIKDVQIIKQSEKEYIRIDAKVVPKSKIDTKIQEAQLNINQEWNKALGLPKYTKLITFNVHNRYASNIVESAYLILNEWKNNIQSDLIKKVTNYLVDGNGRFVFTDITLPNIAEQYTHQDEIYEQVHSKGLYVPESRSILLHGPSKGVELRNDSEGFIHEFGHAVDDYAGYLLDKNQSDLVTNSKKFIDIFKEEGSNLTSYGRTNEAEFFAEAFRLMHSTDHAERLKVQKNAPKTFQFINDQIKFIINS
3CLpro inhibitor: SARS-CoV 3CLpro protease inhibitors, primary screen, biochemical, quenched FRET; Replicase polyprotein 1ab (Severe acute respiratory syndrome coronavirus), P0C6X7; recombinant SARS-CoV 3CLpro, quenched FRET peptide cleavage; inhibition, % at 6 µM; 0.14% of 290,000 active; AID 1706, 2009; in the data active means inhibition above about 12%
Rv3671c protease: Rv3671c serine protease inhibitors, primary screen, biochemical, fluorescence polarization, M. tuberculosis H37Rv. inhibition, % at 5.96 µM. 0.048% of 320,000 active. AID 2606, 2010; in the data active means inhibition above about 38%;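 further: extracellular domain of Rv3671c used as enzyme; 0% = enzyme with DMSO and 100% = no enzyme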
PriA SSB inh: inhibitors of Klebsiella pneumoniae PriA binding to SSB C-terminal tail, primary screen, biochemical, AlphaScreen; PriA–SSB C-terminal tail interaction (Klebsiella pneumoniae); AID 1272365, 2023; AlphaScreen SSBct-PriA binding, biotinylated peptide; 0.6% of 430,000 active; inhibition, % at 33 µM; in the data active means inhibition mostly above about 37%, no sharp cut-off; inactive means mostly below about 20%;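 further: plate controls were negative control peptide for no effect and reference peptide for full effect; strong numbers were not always called active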
TcdB GH inh: TcdB glycohydrolase inhibitors, primary screen, biochemical, single point, plate reader. Toxin B (Clostridioides difficile), P18177. TcdB glycohydrolase enzymatic assay. inhibition, % at 9.99 µM. 0.24% of 350,000 active; in the data active means inhibition above about 10%
PfHsp40 rescue: rescue of yeast from PfHsp40 toxicity, primary screen, S. cerevisiae, ATP luminescence; S. cerevisiae expressing PfHsp40, growth rescue; growth rescue, % at 12.5 µM; 0.68% of 340,000 active; in the data active means growth rescue above about 28%, passing the limit was not always enough; inconclusive means no clear call, values can overlap the other calls;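 further: yeast W303a lacking pdr1 and pdr3 grown in galactose medium; growth measured after three days at 30 °C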
MazEF act: activators of E. coli MazEF toxin-antitoxin RNase, primary screen, biochemical, fluorescence, uHTS; Endoribonuclease toxin MazF (Escherichia coli (strain K12)), P0AE70; FAM/BHQ RNA-DNA oligo cleavage fluorescence, 5 h; activation, % at 20 µM; 0.32% of 350,000 active; in the data active means activation above about 50%
Target sequence (P0AE70 whole entry, looked up): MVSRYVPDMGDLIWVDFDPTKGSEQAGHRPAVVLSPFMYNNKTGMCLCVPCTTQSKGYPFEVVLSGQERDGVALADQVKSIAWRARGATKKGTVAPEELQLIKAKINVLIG
VHR inh abs: VHR1 phosphatase inhibitors, primary screen, biochemical, absorbance, uHTS | Dual specificity protein phosphatase 3 (Homo sapiens), P51452 | recombinant VHR phosphatase, pNPP absorbance | inhibition, % at 13.3 µM | 0.52% of 290,000 active; in the data active means inhibition above about 50%; further: some compounds called inactive have numbers as strong as hits
Yp Topo-I inh: Yersinia pestis topoisomerase I inhibitors, primary screen, biochemical, cleavage product accumulation, plate reader, single point; Y. pestis Topo-I cleavage product accumulation; activity, % at 10 µM; 0.064% of 360,000 active; AID 504884, 2011; in the data active means activity above about 50%, passing the limit was not always enough; inconclusive means no clear call, values can overlap the other calls; further: inactives centre near 2
BH1578 lux ind: inducers of Vibrio cholerae quorum light production without autoinducers, primary screen, BH1578 luxS cqsA deficient, single point; V. cholerae BH1578 lux reporter, luminescence, 6 h; AID 588436, 2011; activation, % at 18.7 µM; 0.16% of 350,000 active; in the data active means activation mostly above about 9.7%, no sharp cut-off; inconclusive means no clear call, values can overlap the other calls; inactive means mostly below about 3.7%; further: not every result past the cut was called active; inactives centre near 0; reference of the scale not given here
Starred values were filed as active, the others as inactive; i = inactive; u = inconclusive; x = not tested or not shown; & = joins results of further samples. These rows are one share of the data. The share of hits here may be higher or lower than overall.

SMILES	Anthrax LF inh2	3CLpro inhibitor	Rv3671c protease	PriA SSB inh	TcdB GH inh	PfHsp40 rescue	MazEF act	VHR inh abs	Yp Topo-I inh	BH1578 lux ind
CC1(C)CC(N(Cc2ccccc2)C(=O)Cc2ccccc2)CCO1 (stereo not drawn)	-5	-3	-3	-9	0.5	0.1	1	25	4	-0.6
COc1ccccc1NC(=O)Cn1cc(C(=O)c2ccco2)c2ccccc21	0	2	6	-2	1.3	0.8	6	36	5	-0.3
COc1ccc(CCNC(=O)CSc2nnc(-c3cccc(F)c3)o2)cc1OC	-5	6	-2	-11	-0.6	-0.2	-3	4	-7	-0.7
CN(Cc1ccccc1)S(=O)(=O)c1nnc(NC(=O)c2ccccc2)s1	2	4	-3	-14	-1.6	-0.8	-5	-31	-7	-0.1
CCOc1ccccc1OCCCC(=O)N1CCN(S(=O)(=O)c2ccccc2C#N)CC1	-6	x	x	x	1.5	x	1	x	23	-0.3
COc1ccc(Nc2nc(C)cc(C)c2C(N)=O)cc1OC	6	8	3	11	-4.4	-1.2	6	24	-4	i
Cc1nnc(SCC(=O)NCCN2C(=O)CSC2=O)s1	0	-5	2	-7	x	0.7	-4	-2	1	i
c1ccc(Cn2nnc3c(N4CCc5ccccc5C4)ncnc32)cc1	1	2	-18	-4	x	1.4	-1	26	1	i
O=C(CCN1C(=O)C2CCCCC2C1=O)Nc1cc([N+](=O)[O-])ccc1Cl (stereo not drawn)	-7	x	-5	-2	1.4	-0.9	2	x	1	i
Cc1ccc2c(c1)=N/C(=N\c1[nH]c(O)c3ccccc13)N=2	6	x	x	x	1.3	x	58*	x	-6	i
COc1ccc(CNC(=O)C2CCNCC2)cc1	-11	-1	-6	-21	x	-1.0	1	6	-3	-17
Cc1ccc(NC(=O)CSc2nnc(-c3cc(C)[nH]n3)n2N)c(C)c1	-1	1	-1	11	0.5	-1.5	3	-22	-1	-0.3
COc1ccc(-c2csc(NC(=O)CN3C(=O)C4CCCCC4C3=O)n2)c(OC)c1 (stereo not drawn)	-8	x	7	-4	2.7	-0.1	-3	x	7	-3.4
CCn1ccnc1CN1CCC(n2nccc2NC(=O)CCc2ccccc2)CC1	-1	6	5	-1	-1.6	0.4	1	28	5	-0.6
O=[N+]([O-])c1ccc(-c2cn(-c3ccccc3F)c(=S)[nH]2)cc1	-3	0	1	-3	0.0	-2.2	7	-5	u	i
O=C(CN1C(=O)COc2ccccc21)N1CCN(C2CCCCC2)CC1	-1	1	0	-5	0.2	0.1	7	36	3	0.6
CC(=O)NC1=NC(=O)/C(=C/N2CCOCC2)S1	0	-2	5	-1	x	-0.7	7	20	-6	x
Cc1ccc(S(=O)(=O)N/N=C\c2cc3c(cc2[N+](=O)[O-])OCO3)cc1	-3	3	0	x	1.5	-0.7	0	-12	1	-1.6
C/C=C(/C)C(=O)Nc1cccc(C2=NOC3(C2)C[C@H](C(N)=O)N(C(=O)Cc2ccc([N+](=O)[O-])cc2)C3)c1 (stereo partly drawn)	-3	x	-9	-5	-2.1	0.5	3	26	15	-0.6
C/C(CC(=O)N1CCN(C=O)CC1)=N\NC(=O)c1ccc(Cl)cc1	-2	3	-11	x	-1.5	-0.7	1	1	-3	-0.1
COc1cccc(NC(=O)CSc2nc3ccccc3c(=O)n2CCCC(=O)NCC2CCCO2)c1 (stereo not drawn)	-1	4	1	-6	-2.6	-0.4	3	-1	22	0.3
O=C(O)CSCC(=O)N(c1ccccc1)c1ccccc1	-17	0	9	-2	-1.9	-0.1	7	-1	2	i
Cc1ccc(OCC(=O)Nc2ccc3c(c2)CCC3)c([N+](=O)[O-])n1	1	7	4	4	-0.2	0.6	3	9	3	-0.2
Cn1ncc(Br)c1C(=O)N1CCN(C(=O)c2ccco2)CC1	1	5	2	-10	x	0.0	4	-5	-6	0.9
O=C(OCCCc1cc2ccccc2c(=O)o1)c1ccc(C(F)(F)F)cc1	0	x	-14	-6	1.6	7.2	-2	x	43	i

Brought forward from above: three compounds, followed by the next part.
SMILES	Anthrax LF inh2	3CLpro inhibitor	Rv3671c protease	PriA SSB inh	TcdB GH inh	PfHsp40 rescue	MazEF act	VHR inh abs	Yp Topo-I inh	BH1578 lux ind
Cc1ccc(OCC(=O)Nc2ccc3c(c2)CCC3)c([N+](=O)[O-])n1	1	7	4	4	-0.2	0.6	3	9	3	-0.2
Cn1ncc(Br)c1C(=O)N1CCN(C(=O)c2ccco2)CC1	1	5	2	-10	x	0.0	4	-5	-6	0.9
O=C(OCCCc1cc2ccccc2c(=O)o1)c1ccc(C(F)(F)F)cc1	0	x	-14	-6	1.6	7.2	-2	x	43	i
CC(=O)c1cccc(NC(=O)N2CCCC2C(=O)NCc2ccc(C)cc2)c1 (stereo not drawn)	-3	-5	4	-6	x	-1.4	0	20	2	3.6
Cc1nnc2ccc(N3CCN(C)CC3)nn12	-1	-4	x	-2	x	-1.4	4	-2	-3	1.1
COc1ccc(-c2nn(CCC#N)cc2C(=O)Nc2ccccc2Cl)cc1	1	0	0	-15	1.8	-1.0	1	78	-17	-0.6
COc1cccc(CN2CC(C(=O)NC3CCC(O)CC3)CCC2=O)c1 (stereo not drawn)	-4	4	-2	6	0.9	0.4	-9	-3	1	i
Cc1ccc(-c2nnc(SCC(=O)Nc3ccc4c(c3)OCCO4)n2N)cc1	-2	4	1	-13	x	0.2	2	14	-2	i
CN1CCC(N(C)CC(O)c2ccccc2)CC1 (stereo not drawn)	2	0	14	6	0.4	-0.3	12	26	5	-0.7
C/C(CC(=O)NC1CCCCC1)=N\NC(=O)COc1ccc(C)cc1Br	-5	7	1	x	4.2	2.9	-10	9	7	-0.4
Cc1cccc(C(=O)NC2CCN(S(=O)(=O)c3ccc(F)cc3)CC2)c1	-4	-4	-12	2	0.5	-1.2	10	-29	-3	i
COc1ccccc1N1CCN(C(=O)c2ccco2)CC1	-1	5	2	3	0.4	0.3	5	20	0	i
CCOC(=O)[C@H]1[C@H]2COc3ccc(OC)cc3[C@@H]2N2C(=O)c3cc(F)c(F)cc3NC(=O)[C@@]12C	0	x	-6	-6	-0.4	-1.3	6	x	14	-4.5
O=C(CSc1ccc2nnc(-c3ccccc3)n2n1)N1CCCc2ccccc21	1	5	-8	-3&-28	x	-0.8	-11	-1	21	i
COc1ccc(C2N(c3ccc4c(c3)OCCO4)C(=O)C2(F)F)cc1OC (stereo not drawn)	-3	0	-7	-8	0.5	0.2	2	17	9	i
CN1CCN(C(=O)c2cnn3c2NC(c2ccccc2)CC3C(F)(F)F)CC1 (stereo not drawn)	4	-4	12	-12	1.4	-0.6	4	-3	-11	i
Cc1occc1C(=O)NCc1ccccc1	5	2	0	3	x	1.0	0	7	-5	2.4
CCSc1nc2ccccc2n1CC(N)=O	-3	-2	0	-11	x	0.9	-1	31	-2	i
Cc1cc(OCc2cc(C(=O)N(Cc3nccn3C)C(C)C)no2)cc(C)c1Cl	-4	-4	0	30	0.6	1.1	18	14	15	0.3
CCN1CCN(S(=O)(=O)c2ccc(OC)c(Br)c2)CC1	-2	6	0	-8	x	-1.6	3	-6	-1	i
O=c1cc(-c2ccccc2Cl)oc2cccc(O)c12	6	-8	0	-22	1.4	-1.1	-12	-4	-2	i
Cc1cccc(NC(=O)Nc2ccc([N+](=O)[O-])cc2)n1	6	3	-7	-7	1.2	-1.1	-12	41	-8	i
O=C(NC1CCCCCC1)c1cc2ccccc2oc1=O	-5	3	10	-14	1.7	-0.6	11	-10	-1	i
O=C(Nc1cccnc1)c1ccc(Br)c(S(=O)(=O)N2CCCC2)c1	-1	-8	-7	-7	0.0	-0.8	2	14	-10	-0.1
CCCCNCC1C(Oc2ccc(Cl)cc2)C(=O)N1c1ccccc1C (stereo not drawn)	-1	2	1	-14	-0.2	0.0	5	17	7	-0.3
O=C(Nc1cccnc1)c1cnc2ccccc2n1	2	6	-8	-5	x	-0.7	1	40	-9	0.1
N#CCc1c(C#N)c(N)nc(N2CCN(c3ccc(F)cc3)CC2)c1C#N	1	4	-2	15	x	2.9	8	2	-8	-1.0
O=C(COC(=O)c1ccccc1NCCO)NCCC1=CCCCC1	-1	x	6	-19	0.4	0.0	-9	x	18	-9.3
SMILES	Anthrax LF inh2	3CLpro inhibitor	Rv3671c protease	PriA SSB inh	TcdB GH inh	PfHsp40 rescue	MazEF act	VHR inh abs	Yp Topo-I inh	BH1578 lux ind
COc1ccc2c(c1)SCC/C2=C\CN1C(=O)CCC1=O	0	-4	-1	3	0.3	0.4	0	-5	-1	-0.2
CCOc1ccc(CCNC(=O)CN2C(=O)NC3(CCCCCC3)C2=O)cc1OCC	1	x	-4	0	0.1	0.1	-3	x	7	2.9
CCOC(=O)c1c(C)[nH]c(C(=O)CSc2nnc(C3CC3)n2N)c1C	-8	0	0	-12	x	0.4	4	13	5	-17
Oc1ccccc1-c1nnc(COc2ccc(Cl)cc2Cl)o1	-5	1	11	-1	1.3	0.0	-2	11	10	-0.4
CC1=C(C(=O)N2CCOCC2)CC(CC(=O)NCc2cccs2)C(=O)N1CCC1=CCCCC1 (stereo not drawn)	-4	x	x	x	0.5	x	0	x	11	i
Cc1ccc(NC(=O)NCc2ccc3c(c2)OCO3)c(C)c1	-3	4	2	6	-0.1	-0.3	5	10	2	-0.4
CC1Cc2ccccc2N1C(=O)COc1ccc2c(c1)OCO2 (stereo not drawn)	-2	0	3	-1	-0.4	0.7	0	17	5	i
C[C@H](CO)N1C[C@H](C)[C@@H](CN(C)Cc2ccncc2)Oc2c(NS(=O)(=O)c3cn(C)cn3)cccc2C1=O	3	x	2	-3	0.4&0.5	-1.3	2	x	-3	i
O=C(Cc1cccs1)N1CCC2(CC1)OCCO2	0	3	8	1	x	-0.9	-5	5	5	-2.4
Cc1cc(N(C)C)nc(Nc2ccccc2)n1	2	x	-1	-3	1.6	0.2	4	x	4	i
O=C(NCc1ccccc1)C1=C[C@H](c2ccc(Br)cc2)C[C@H](OCc2ccc(CO)cc2)O1	1	7	-33	-7	-0.2	0.0	1	-11	2	i
S=C(NCCN1CCOCC1)N/N=C/c1c2ccccc2cc2ccccc12	16	-4	-3	x	x	1.8	-71	23	9	i
CCCCCCCCN1[C@@H](CC(=O)O)c2ccc(C(F)(F)F)cc2S1(=O)=O	9	x	8	-19	0.4	0.4	6	x	-6	-1.5
Cc1ccc(S(=O)(=O)c2cc(N3CCOCC3)nc(-c3ccccc3)n2)cc1	-5	5	9	-6	x	-1.6	-4	19	-4	i
Cc1csc(SCC(=O)NC2CCCCC2)n1	-1	-3	0	-5	x	-0.8	1	15	-7	-5.0
CN1CCN(C(=S)SCC(=O)Nc2nc(-c3ccccc3)c(-c3ccccc3)o2)CC1	-1	-5	-16	13	x	-2.4	-6	27	29	i
O=C1CSC(c2ccc(Cl)cc2)N1c1cccnc1 (stereo not drawn)	2	-3	9	-16	0.8	-0.6	-23	20	-6	-0.8
Cc1cccc2cc(=O)[nH]c(C)c12	4	-1	-8	-11	x	0.2	0	1	6	x
COc1ccccc1/C=N/NC(=O)c1sc(C)nc1C	-2	4	-1	x	0.1	0.5	10	36	10	-0.3

Bioassay records (PubChem)
